# Bioassay records deposited in PubChem BioAssay by several laboratories.
# CR mimetic SO = yeast age-related superoxide inhibition as caloric restriction mimetic. S. cerevisiae aged cells, superoxide DHE fluorescence; stronger effect = lower value. superoxide response (% of plate mean), % at 10 µM. 0.18% of 330,000 active;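 active = superoxide response under a set limit, about three screen SD below normal, cut at about 65% in these data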;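 note: yeast aged for seven days with compound at 30 °C before DHE staining; 100% = average MFI of all compound-treated wells on the plate with controls excluded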
# TPT1 inh = inhibitors of Candida albicans tRNA 2'-phosphotransferase TPT1 | 0.81% of 300,000 active | inhibition, % at 5 µM | AID 1962 | recombinant caTPT1, FP RNA substrate dephosphorylation;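 active = inhibition above the mean of all tested compounds plus 3 SD, set per screening campaign, cut at about 24% in these data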;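 note: plate controls were DMSO alone for no effect and ferristatin control at 100 nM for full effect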
# PP1 counter = blocks human PP1-alpha phosphatase, a PP5 counter-screen. purified PP1alpha, OMFP fluorescence. AID 2235. 0.9% of 320,000 active. P62136. inhibition, % at 6.7 µM;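 active = inhibition above the mean inhibition of all tested compounds plus 3 SD, computed separately for each screening campaign, cut at about 15% in these data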
# Target sequence (P62136 whole entry, looked up): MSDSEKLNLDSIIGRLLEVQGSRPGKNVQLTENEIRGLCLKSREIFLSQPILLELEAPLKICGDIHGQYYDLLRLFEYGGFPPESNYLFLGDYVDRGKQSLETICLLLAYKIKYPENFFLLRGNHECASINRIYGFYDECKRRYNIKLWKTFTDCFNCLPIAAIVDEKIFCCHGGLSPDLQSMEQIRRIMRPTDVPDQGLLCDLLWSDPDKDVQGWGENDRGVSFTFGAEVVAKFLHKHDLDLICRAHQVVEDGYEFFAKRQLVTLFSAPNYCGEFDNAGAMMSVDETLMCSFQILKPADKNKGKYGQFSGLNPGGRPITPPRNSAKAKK
# PP5 primary = PP5 (human) phosphatase inhibition; purified PP5c, OMFP substrate fluorescence; inhibition, % at 6.7 µM; P53041; 0.18% of 320,000 active;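 active = inhibition above the campaign's mean inhibition across all tested compounds plus 3 SD, cut at about 9.5% in these data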;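 note: 0% = DMSO only and 100% = 100 µM cantharidin control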
# Target sequence (P53041 whole entry, looked up): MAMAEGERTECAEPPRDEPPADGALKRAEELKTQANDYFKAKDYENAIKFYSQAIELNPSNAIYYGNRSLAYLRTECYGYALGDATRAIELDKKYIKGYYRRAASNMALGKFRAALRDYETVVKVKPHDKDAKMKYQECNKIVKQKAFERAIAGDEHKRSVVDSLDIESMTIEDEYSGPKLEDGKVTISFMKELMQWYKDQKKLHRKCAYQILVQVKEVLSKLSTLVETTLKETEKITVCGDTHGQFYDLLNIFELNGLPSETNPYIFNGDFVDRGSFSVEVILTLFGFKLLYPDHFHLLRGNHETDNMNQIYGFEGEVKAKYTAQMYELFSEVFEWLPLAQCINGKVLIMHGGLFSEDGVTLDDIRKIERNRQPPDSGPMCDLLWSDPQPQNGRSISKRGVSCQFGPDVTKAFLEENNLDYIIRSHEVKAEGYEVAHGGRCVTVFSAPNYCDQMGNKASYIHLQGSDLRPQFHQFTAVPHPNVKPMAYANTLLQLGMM
# EBNA-1 inhibitor = blocks EBNA-1 binding to DNA; EBNA-1 DNA binding, fluorescence polarization; 0.34% of 300,000 active; AID 1950; inhibition, % at 14.8 µM; in the data active = inhibition above about 28%
# Fh CTSL1 inh = counter-screen for PFM18AAP inhibitors: inhibitors of F. hepatica cathepsin L1 | AID 1906 | recombinant F. hepatica cathepsin L1, Z-Leu-Arg-MCA fluorescence | 0.49% of 300,000 active | inhibition, % at 5.96 µM;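 active = inhibition above the mean of all tested compounds plus 3 SD, set per screening campaign, cut at about 17% in these data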;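 note: 0% = plate median of test compound wells and 100% = 1 µM Z-Phe-Ala-diazomethylketone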
# GASC-1 inh = human JMJD2C demethylase inhibition. Q9H3R0. GST-JMJD2C(1-420) H3K9me3 demethylation, DELFIA europium. inhibition, % at 2.35 µM. 0.069% of 330,000 active. AID 2099;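 active = more than half of a compound's replicate wells show inhibition beyond 50%, single wells judged on their own value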;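 note: signal counts dimethyl H3K9 product captured on neutravidin plate; 0% = median of DMSO wells and 100% = 0.3 times that DMSO median; strong numbers were not always called active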
# ZTA DNA inh = ZTA (EBV) inhibition in EBNA-1 counter-screen; P03206; 0.15% of 320,000 active; ZTA-DNA binding, fluorescence polarization; inhibition, % at 11 µM; in the data active = inhibition above about 33%
# Target sequence (P03206 whole entry, looked up): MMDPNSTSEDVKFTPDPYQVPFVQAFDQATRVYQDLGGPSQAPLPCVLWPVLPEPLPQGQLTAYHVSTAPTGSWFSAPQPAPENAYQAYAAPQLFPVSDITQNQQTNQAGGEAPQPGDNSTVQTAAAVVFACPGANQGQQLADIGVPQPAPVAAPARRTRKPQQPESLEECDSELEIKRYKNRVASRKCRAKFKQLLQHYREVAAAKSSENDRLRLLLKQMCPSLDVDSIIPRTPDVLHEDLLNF
# HCV core dimer = HCV core protein dimerization inhibition | TR-FRET GST/Flag-core106 dimerization, 1536-well | inhibition, % at 5 µM | 0.33% of 300,000 active;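 active = inhibition above the mean of all tested compounds plus 3 SD, set per screening campaign, cut at about 45% in these data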
#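 assay system = GST-tagged and Flag-tagged HCV core protein residues 1-106 | controls = unlabelled core106 and no-GST-core106 wells | incubation = compound-protein-antibody incubation 4 h at 22.5 °C | probe or stimulus = Eu donor and XL665 acceptor anti-tag antibodies | read-out = % inhibition based on acceptor/donor emission ratio | signal = TR-FRET 671 and 617 nm emission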
# Numbers without * were called inactive; nt = no result given.
SMILES,CR mimetic SO,TPT1 inh,PP1 counter,PP5 primary,EBNA-1 inhibitor,Fh CTSL1 inh,GASC-1 inh,ZTA DNA inh,HCV core dimer
Cn1cccc1CC(=O)NNC(=S)NC(=O)c1ccc(F)cc1,104,-1,0,3.3,1,-1,-9,-1,0
COc1cc(OC)c(C2CC(=O)N3CN(c4ccccc4C)CSC3=C2C#N)cc1OC (configuration not stated),97,6,4,-2.6,-4,31*,-11,6,13
Cc1ccc(N(Cc2cc3ccc(C)cc3[nH]c2=O)S(C)(=O)=O)c(C)c1,110,1,3,1.1,-9,0,-10,-15,0
Cc1onc(-c2ccccc2Cl)c1C(=O)Nc1cccc(-c2cn3cccnc3n2)c1,96,0,-1,0.4,3,4,nt,6,5
O=C(O)c1cc(-c2cccnc2)nc2ccc(Br)cc12,102,0,3,1.5,-10,-4,7,-5,10
CCn1c(N2CCN(S(=O)(=O)c3ccc(F)cc3)CC2)nc2ccccc21,119,-6,8,1.1,8,5,4,0,1
O=C1NC2(CCCCCC2)C(=O)N1Cc1cccc(Cl)c1,120,-3,0,0.8,7,0,-1,10,-1
CC(=O)N1c2ccc(S(=O)(=O)N3CCC(C(=O)Nc4cccc(C)n4)CC3)cc2CC1C (configuration not stated),81,-2,-3,-0.9,3,0,2,-15,-1
COc1ccc(C(=S)N2CCOCC2)cc1OC(=O)c1ccccc1Cl,106,-3,2,3.8,-6,-4,0,-22,-1
CCCCC(=O)NC(=S)NNC(=O)CC#N,93,2,-2,0.4,13,2,6,19,8
O=C(O)c1cc(-c2ccccc2Cl)n(-c2ccccc2)n1,105,0,3,-0.8,4,-6,-1,13,1
O=[N+]([O-])c1ccccc1S(=O)(=O)N1CCSCC1,99,nt,-5,-0.9,nt,nt,1,17,nt
COc1ccc(C2CCCN2CC(O)COc2ccccc2C(C)C)cc1 (configuration not stated),130,8,-1,-1.3,4,3,4,11,-1
COc1ccc(C(c2c(C)n(C)n(-c3ccccc3)c2=O)c2c(C)n(C)n(-c3ccccc3)c2=O)cc1O,119,4,-3,2.0,-8,-1,1,8,-5
CC(C)(C)NC(=O)C1CC1(c1ccccc1)c1ccccc1 (configuration not stated),80,0,3,2.3,-6,-6,-7,-11,-3
C=CCOc1ccc(C(=O)/C=C2/C(=O)Nc3ccccc32)cc1,103,0,4,2.3,-4,-1,-11,5,13
O=c1c2ccccc2ncn1-c1ccc(Cl)cc1Cl,104,-1,-3,0.1,7,3,0,3,1
Cn1ncc(Cl)c1C(=O)N1CCN(c2cccc(Cl)c2)CC1,97,1,-2,0.5,1,-1,67,-10,-3
COC(=O)c1ccc(/C=N/N2CCN(Cc3ccc(C)cc3C)CC2)cc1,103,3,-5,-0.2,-2,-1,-5,13,5
COc1ccc(OC2C(=O)N(Cc3ccc4c(c3)OCO4)C2c2cccs2)cc1 (configuration not stated),103,3,4,3.1,-8,-4,11,-3,8
COc1ccc(S(=O)(=O)N2CCCOC2CNC(=O)C(=O)NCCCn2ccnc2)cc1OC (configuration not stated),88,2,-1,1.2,3,-1,-4,9,1
CC(NC(=O)c1ccncc1)c1ccc(Br)cc1 (configuration not stated),115,-2,-3,0.2,4,-4,8,-7,-6
N#Cc1cnn(-c2cccc(Cl)c2)c1N,100,-2,5,-2.1,8,1,-2,4,-1
CC1(C)CC(=O)C=C(NNC(=O)c2ccccc2)C1,104,-3,0,-2.5,2,0,-21,5,-12
COc1ccc(N2CCN(Cc3nc4c(c(=O)n(C)c(=O)n4C)n3C(C)C(C)=O)CC2)cc1 (configuration not stated),107,-2,-1,2.3,-17,-2,-5,-1,7

# By substructure: the entries above with a cyano group.
SMILES,CR mimetic SO,TPT1 inh,PP1 counter,PP5 primary,EBNA-1 inhibitor,Fh CTSL1 inh,GASC-1 inh,ZTA DNA inh,HCV core dimer
COc1cc(OC)c(C2CC(=O)N3CN(c4ccccc4C)CSC3=C2C#N)cc1OC (configuration not stated),97,6,4,-2.6,-4,31*,-11,6,13
CCCCC(=O)NC(=S)NNC(=O)CC#N,93,2,-2,0.4,13,2,6,19,8
N#Cc1cnn(-c2cccc(Cl)c2)c1N,100,-2,5,-2.1,8,1,-2,4,-1

# (next part)
SMILES,CR mimetic SO,TPT1 inh,PP1 counter,PP5 primary,EBNA-1 inhibitor,Fh CTSL1 inh,GASC-1 inh,ZTA DNA inh,HCV core dimer
CCCNC(=O)C/C(C)=N/NC(=O)COc1ccc(C)cc1Br,104,-1,-2,0.7,-4,-5,-4,8,4
O=C(O)c1ccccc1NCN1C(=O)C2CC=C(Cl)CC2C1=O (configuration not stated),103,-1,1,0.8,-2,3,2,1,-4
Cc1ccc(-n2c(N)c(C(=O)Nc3c(C)n(C)n(-c4ccccc4)c3=O)c3nc4ccccc4nc32)cc1,97,1,5,0.8,-3,4,-1,-6,20
O=C(c1ccc(F)cc1)c1c[nH]c(C(=O)NCc2ccco2)c1,104,-3,2,-0.1,2,0,0,2,0
CCCOC(=O)c1ccc(Cl)c(NC(=O)c2ccc(-c3ccccc3)cc2)c1,104,0,-1,2.7,11,3,2,7,2
COc1ccccc1CNC(=O)CCC(=O)N1CCOc2ccc(C)cc21,105,-5,-1,-0.8,5,2,-2,0,2
Cn1c(CNC(=O)CCNC(=O)c2ccc(F)c(F)c2)cc(=O)n(C)c1=O,106,2,0,-1.5,3,-2,4,0,5
O=C(COC(=O)c1cc([N+](=O)[O-])ccc1Cl)NCCc1ccccc1,125,nt,0,0.7,nt,nt,2,-6,nt
O=C(OCCN(C1=NS(=O)(=O)c2ccccc21)c1ccccc1Cl)c1ccc(Cl)cc1,98,3,4,0.7,12,4,-2,2,13
CCCNC(=O)C1CCN(S(=O)(=O)c2cccc3nonc23)CC1,95,-1,0,0.9,8,-3,-2,4,-2
CC(C)c1[nH]nc2c1C(c1cccs1)C(C#N)=C(N)O2 (configuration not stated),97,-3,4,-0.2,15,-2,-11,-3,-2
CCOC(=O)c1c(C)[nH]c(C(=O)COC(=O)CCC2CCCC2)c1C,86,-3,-2,2.0,11,2,-6,-6,-2
COc1cc([N+](=O)[O-])ccc1NC(=O)Cn1ccsc1=N,95,-3,2,-1.8,1,1,-10,1,0
COc1ccc(C2c3sc(=O)[nH]c3SCC2C(N)=O)cc1 (configuration not stated),119,11,-3,-0.6,-5,-3,5,10,-2
COc1cc2cc(CN(Cc3ccc4c(c3)OCO4)C(=O)c3ccco3)c(=O)[nH]c2cc1OC,77,-2,-1,5.5,-4,-7,2,-16,0
COc1cc(OC)c(C(=O)N(CCc2ccccc2)Cc2ccccc2)cc1OC,102,-1,-4,3.3,6,2,55,-21,2
COc1ccc(Cl)cc1C(=O)n1nc(C)cc1C,101,-7,-3,-1.6,-4,5,-4,-14,3
O=[N+]([O-])c1ccc(NCCNS(=O)(=O)c2ccccc2)cc1,88,2,-1,1.6,-1,2,19,1,-3
CNC(=O)N1c2ccccc2NC(=O)CC1C (configuration not stated),103,-1,-3,0.1,-12,0,4,4,-6
Cc1cc(C)n2nc(C(=O)Nc3ccc(N4CCOCC4)cc3)nc2n1,91,-9,-2,-0.8,5,0,15,-2,2
Cc1ccc(NC(=O)C(c2ccc(Cl)cc2Cl)N2CCCC2)cc1 (configuration not stated),88,-3,-1,1.4,-4,4,-6,-2,-3
O=C(N/N=C/c1ccc2c(c1)OCO2)c1cc(-c2ccc(F)cc2)nc2ccccc12,109,-4,6,3.6,7,0,-2,2,20
S=C1NCN(Cc2ccco2)CN1Cc1ccco1,99,-2,-2,-0.4,2,1,nt,9,4
O=C(CN1CCN(S(=O)(=O)c2ccc(F)cc2)CC1)Nc1ccc(Cl)cn1,105,2,0,3.9,4,-3,11,-9,0
O=C(NCc1ccccc1)C1=C[C@@H](c2ccc(Br)cc2)C[C@@H](OCCCCO)O1,nt,-1,4,1.7,13,-1,-3,-6,4
SMILES,CR mimetic SO,TPT1 inh,PP1 counter,PP5 primary,EBNA-1 inhibitor,Fh CTSL1 inh,GASC-1 inh,ZTA DNA inh,HCV core dimer
C=CC(=O)NCc1ccc(-c2csnn2)cc1,85,-1,-2,1.5,5,1,2,-2,0
CN1C(=O)c2ccccc2C(C(=O)O)C1c1cccc(Cl)c1 (configuration not stated),108,4,1,1.0,-10,-3,-9,0,-5
O=C1c2cccc3cccc(c23)C(=O)N1CCN1CCN(CC(O)COCc2ccc(Cl)cc2)CC1 (configuration not stated),121,-1,2,0.8,1,1,-2,7,2
CC(NC(=O)OCc1ccccc1)C(=O)NCC1CCCO1 (configuration not stated),98,-2,-2,0.9,-1,1,8,-18,-2
Cc1ccc(NC(=O)CN(C)C(=O)c2ccc(Br)o2)cc1,90,-3,-1,2.8,-4,-3,-3,1,5
COc1cc(SC)ccc1C(=O)Nc1c(C)cccc1C,91,-1,-4,-2.1,3,-1,-1,-9,-1
CCOC(=O)C(=O)NNc1ccc(Cl)cc1,113,-1,1,2.2,-1,-1,14,0,0
Cc1occc1-c1nnc(SCC(=O)N2CC(=O)Nc3ccccc32)n1CC(C)C,93,2,-3,-0.4,4,-4,32,12,3
CN(Cc1nc2ccccc2[nH]1)C(=O)C1CCC(=O)N(C2CCCC2)C1 (configuration not stated),97,-3,-4,4.0,9,0,3,-4,0
O=[N+]([O-])c1cccc(-c2n[nH]c(=S)n2Cc2ccccc2)c1,117,0,-3,1.7,-11,0,4,-15,-1
COc1ccc(S(=O)(=O)N2CCCC2C(=O)NCc2cccs2)cc1 (configuration not stated),91,-3,4,0.8,10,1,-3,1,2
N/C(=N\OC(=O)Oc1ccccc1)c1ccc(Br)cc1,106,-4,-3,3.0,-5,-2,-4,13,8
COc1ccc(-c2cc(C(=O)N3CCCC(C(F)(F)F)C3)c3ccccc3n2)cc1OC (configuration not stated),100,-1,4,0.3,-2,3,-6,6,4
NC(N)=NCCCc1cn(CC(=O)N2CCNCC2)nn1,103,0,1,0.1,-1,-2,3,13,-2
CC(=O)c1ccc(N2C(=O)[C@@H]3[C@H](C2=O)[C@H]2c4ccccc4C=NN2[C@@H]3C(C)=O)cc1,71,-4,1,0.5,4,-2,5,10,-8
Cc1cc(C)cc(N2C(=O)c3nccnc3C2=O)c1,92,-2,0,1.6,1,-4,-7,10,0
COc1ccc(-c2nn(CCC(=O)O)cc2/C=N/NC(N)=S)cc1,112,-2,0,1.2,9,4,-2,7,0
Cc1cccc(C)c1NCC(=O)N1CCN(Cc2ccccc2)CC1,99,2,-4,-0.8,13,2,4,8,5
COC(=O)c1nnn(-c2nonc2N)c1CSCCO,106,0,2,2.1,5,-2,10,-17,-10
COc1ccc(C(=O)N/C(=C\c2cn(S(=O)(=O)N(C)C)c3ccccc23)C(=O)N2CCN(C)CC2)cc1,107,-1,-2,0.5,-5,-9,-5,0,-5
CC(C)c1ccc(NC(=O)C(c2ccc3c(c2)OCO3)N2CCC3(CC2)OCCO3)cc1 (configuration not stated),106,-6,-1,4.4,-6,3,-2,-11,15
Cc1ccc(N2CCN(C(=O)c3ccccc3F)CC2)c(C)c1,92,-2,-3,1.5,12,-3,12,0,11
C/C(Cl)=C\Cn1c(N2CCCC2)nc2c1c(=O)[nH]c(=O)n2C,99,-4,-3,0.2,2,2,4,-8,-3
CCOC(=O)CN(C#N)c1nc(C)cc(C)n1,98,0,0,0.4,11,19*,-21,6,5

# Single entries from the list:
# Entry for `COc1ccc(C(=S)N2CCOCC2)cc1OC(=O)c1ccccc1Cl` in PP5 primary: 3.8
# Entry for `O=C(c1ccc(F)cc1)c1c[nH]c(C(=O)NCc2ccco2)c1` in PP5 primary: -0.1
